# Screening results (PubChem)
# Rac1 GTP hydrolysis: MgcRacGAP GTPase-activating activity inhibitors, confirmation, biochemical, ADP Hunter fluorescence; MgcRacGAP-stimulated Rac1 GTP hydrolysis, ADP Hunter fluorescence; higher % means a stronger effect; GST-tagged Rac1 F28L mutant substrate; inhibition, % at 30 µM; hits with a dose series show IC50 in µM; 0.6% of 340,000 active; AID 624330;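 active = first-screen hits whose inhibition reached a set limit at any dose in the follow-up dose series; inconclusive = inhibition above the set first-screen limit but never retested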;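 also: fluorescence reports GDP produced by GAP-driven GTP hydrolysis; strong numbers were not always called active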
# TNAP activation fold: human TNAP enzyme activators, primary screen, biochemical, luminescent, no phosphate acceptor, uHTS (AID 1001) | purified TNAP, luminescent activation assay, no phosphate acceptor; higher activation fold means a stronger effect | activation fold at 20 µM, or EC50 in µM where a hit was titrated | 0.03% of 200,000 active; in the data active = activation fold from about 3, or a potency from the dose series; inactive = the rest, 99 in 100 with activation fold below about 1.6; also: many of its hits are not listed in these tables
# NTR1 ag: agonists of NTR1, primary screen, imaging, U2OS cells, beta-arrestin-GFP, high content (AID 493036) | 0.17% of 330,000 active | activation, % at 20 µM | NTR1-U2OS beta-arrestin-GFP spot imaging, agonist mode;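 active = activation at or above 40% of the spot to cytoplasm intensity ratio, with at least 20 cells analyzed; inconclusive = wells under 20 cells, flagged as cytotoxic or low count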;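 also: 0% = DMSO without peptide and 100% = 100 nM NTR1 peptide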
# Target sequence (P30989 whole entry, looked up): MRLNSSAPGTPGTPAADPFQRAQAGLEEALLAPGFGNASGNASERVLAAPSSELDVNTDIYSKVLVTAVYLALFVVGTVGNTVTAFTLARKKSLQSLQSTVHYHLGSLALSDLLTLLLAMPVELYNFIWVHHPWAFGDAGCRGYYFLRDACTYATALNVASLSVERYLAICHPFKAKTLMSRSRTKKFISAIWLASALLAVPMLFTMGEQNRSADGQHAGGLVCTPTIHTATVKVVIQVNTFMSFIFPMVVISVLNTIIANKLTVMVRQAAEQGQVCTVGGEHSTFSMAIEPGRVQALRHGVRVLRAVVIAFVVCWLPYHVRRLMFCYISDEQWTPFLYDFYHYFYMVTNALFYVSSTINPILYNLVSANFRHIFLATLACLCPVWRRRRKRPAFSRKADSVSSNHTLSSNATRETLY
# SV40 large T antigen: SV40 large T antigen inhibitors, biochemical (AID 1903). SV40 large T antigen ATPase/helicase inhibition assay; higher % means a stronger effect. 0.39% of 310,000 active. inhibition, % at 20 µM, or IC50 in µM where a hit was titrated; in the data active = a potency from the dose series; inconclusive = inhibition mostly from about 32% at the one dose, without a potency; inactive = the rest, 99 in 100 with inhibition below about 32%; also: strong numbers were not always called active
# T cell HTS: T cell immune modulation candidate. AID 2052. calls only at 7 µM. 2C CD8+ T cell-vesicle binding, flow cytometry; active compounds read low. 0.068% of 330,000 active;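 active = response, share of CD8 T cells binding vesicles, and their 90th percentile fluorescence all below set limits, cut at about 80% in these data, passing the limit was not always enough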
#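 Benchmarks: naked versus QL9-loaded vesicles / Assay system: purified 2C TCR transgenic mouse naive CD8+ T cells / Technique: high-throughput flow cytometry with anti-B7-1 and anti-CD8 staining / Timing: Cell–vesicle co-incubation 1.5 h at 37 °C, staining 20 min on ice / Read-out: percent CD8+ FL2 mean versus row control / Probe or stimulus: QL9-loaded Drosophila micro-vesicles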
# K1F lysis inhibition: protection from phage-mediated lysis, alamar blue read-out – E. coli UTI89, K1F phage, bacterial capsule biogenesis inhibitors (AID 488966); inhibition, % at 100 µM; hits with a dose series show IC50 in µM; 0.02% of 340,000 active; E. coli UTI89 K1F phage lysis, alamar blue, 2 h; higher % means a stronger effect;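 active = phage lysis inhibition, versus mean bacterial control, above a set limit; inconclusive = no clear call, values can overlap the other calls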;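 also: capsule biogenesis inhibitors block K1F phage lysis so surviving cells raise fluorescence; higher fluorescence means more inhibition of phage lysis; actives were called in the ten point dose series up to 300 µM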
# Myeloid diff MLP: myeloid differentiation induction; 1% of 360,000 active; ER-HoxA9 myeloid progenitors, lysozyme-GFP differentiation, flow cytometry; calls only at 10 µM;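 active = normalized GFP-positive differentiation at or above the plate's own cutoff, the solvent-only control mean plus 3 SD; inconclusive = no clear call, values can overlap the other calls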;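 also: cells exposed to compound for four days before flow analysis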
# RSV antiviral HEp-2: RSV antiviral activity via CPE protection, HEp-2 cells, primary 10 µM value included (AID 2391); HEp-2 cells, RSV-induced CPE inhibition; higher % means a stronger effect; one-dose CPE inhibition, % at 10 µM; IC50 in µM for titrated hits; 0.13% of 310,000 active; in the data active = a potency from the dose series; inconclusive = CPE inhibition mostly from about 23% at the one dose, without a potency; inactive = the rest, 99 in 100 with CPE inhibition below about 21%; also: strong numbers were not always called active
# PhoP inhibition: PhoP-dependent GFP reporter repression – Salmonella Typhimurium, primary screen (AID 1863) | S. Typhimurium PhoP-regulated promoter GFP reporter, 4 h; higher % means a stronger effect | inhibition, % at 50 µM, or IC50 in µM where a hit was titrated | 0.16% of 300,000 active;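 active = inhibition over 29.93%, a cutoff 3 SD above the screen mean, later confirmed by dose response; inconclusive = inhibition over 29.93% but no dose response follow-up; inactive = inhibition at most 29.93% or unconfirmed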;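 also: 0% = low Mg2+ inducing control and 100% = high Mg2+ repressing control; strong numbers were not always called active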
# T cell HTS vesicle-bound %: also measured in T cell HTS; calls as there; double positive events, %; measured here: CD8+ vesicle-bound cell fraction;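 binding gate set so that unloaded-vesicle control wells show 10% double positive cells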
# NTR1 ag cell count 20 µM: second read-out of NTR1 ag, no call of its own (marks repeat the call); cell count; measured here: cell count, cytotoxicity flag
# Myeloid diff MLP GFP+ MAC1+ %: second read-out of Myeloid diff MLP, no call of its own (marks repeat the call); GFP+ MAC1+ double positive, %; measured here: differentiation confirmed by MAC1 staining
# Numbers without * were called inactive; i = inactive; ? = inconclusive; nt = no result given; + = active, no number; [ ] = remark or other dose.
SMILES,Rac1 GTP hydrolysis,TNAP activation fold,NTR1 ag,NTR1 ag cell count 20 µM,SV40 large T antigen,T cell HTS,T cell HTS vesicle-bound %,K1F lysis inhibition,Myeloid diff MLP,Myeloid diff MLP GFP+ MAC1+ %,RSV antiviral HEp-2,PhoP inhibition
COc1ccc(CCNC(=O)CC2Nc3ccccc3NC2=O)cc1 (centres undefined),12%,1.1,-0.9,78,3%,i,38,1.4%,i,1.7,1.6%,-4%
CC(NC(=O)COC(=O)/C=C/c1ccc(Cl)cc1)c1ccccc1 (centres undefined),1%,1.1,1.2,58,4%,i,32,-0.6%,i,0.3,0.1%,-18%
O=C(CSc1n[nH]c(-c2cc(Cl)ccc2Cl)n1)NCCN1C(=O)CSC1=O,3%,0.7,0.7,53,-3%,i,52,-0.5%,i,0.9,0.6%,-4%
Cc1ccc(C(=O)OCc2cc(=O)n3c(C)csc3n2)s1,1%,nt,2.1,70,nt,i,4,0.4%[50 µM],i,1.4,1.1%,nt
O=C(NCCc1ccccn1)C1CCN(S(=O)(=O)c2ccc3ccccc3c2)CC1,0%,1.1,-0.2,59,3%,i,51,1.3%,i,0.2,-0.4%,-7%
Cc1ccc(NC(=O)CN(C)S(=O)(=O)c2cccc3nsnc23)cc1,6%,1.1,0.3,47,11%,i,56,0.2%,i,0.4,1.9%,-2%
Cc1ccc(NCCC(=O)c2ccccc2)cc1Cl,4%,1,8.9,57,-3%,i,39,-0.3%,i,0.8,2.0%,6%
O=C(Cc1ccccc1)N1CCC(c2nc(-c3ccc(F)cc3)no2)CC1,10%,1,0.3,71,4%,i,9,4.9%,i,0.9,-0.7%,-7%
Cc1ccc(NC(=O)C(C)SCc2nc3sc4c(c3c(=O)[nH]2)CCCC4)nc1 (centres undefined),6%,nt,1.4,81,11%,i,54,0.0%,i,2.8,0.1%,-4%
Cc1cc(C(=O)Cn2nc(C(=O)O)c3ccccc3c2=O)c(C)n1-c1cccc(C(F)(F)F)c1,8%,nt,15,67,5%,i,20,0.2%,i,0.6,1.6%,nt
CCOc1c(Br)cc(CNc2ccc(N3CCOCC3)cc2)cc1OC,?,nt,2.5,83,8.2µM*,i,14,0.1%,i,0.6,-0.8%,-7%
O=[N+]([O-])c1cc(C(F)(F)F)cc([N+](=O)[O-])c1N1CCCNCC1,6%,1.1,1.5,32,5%,i,1,0.1%,i,0.4,0.5%,7%
CCN(C(=S)NCc1ccccc1)c1ccccc1,8%,1.1,-0.3,74,9%,i,35,0.0%,i,0.3,1.7%,-7%
O=C(Nc1nnc(-c2ccc(Cl)cc2)o1)c1cccc(N2C(=O)CCC2=O)c1,6%,1,0.2,45,13%,i,24,2.2%,i,0.2,0.0%,7%
Cc1ccc(S(=O)(=O)NCC(=O)N(c2ccccc2)C(C(=O)NCc2ccccc2)c2ccco2)cc1 (centres undefined),6%,1.2,4.5,87,11%,i,39,0.2%,i,1.0,1.1%,-4%
CSc1nc2sc(-c3ccccc3)cc2c(=O)n1N,17%,1.2,0.2,52,10%,i,40,0.6%,nt,nt,-1.2%,-7%
Cn1c(CCNC(=O)OC(C)(C)C)n[nH]c1=S,4%,0.9,1.7,55,12%,i,36,2.8%,i,1.0,1.3%,9%
Cc1cc(NS(=O)(=O)c2ccc(NC(=O)/C=C/c3ccccc3Cl)cc2)no1,10%,nt,-0.3,14,13%,i,52,-0.2%,i,0.9,9.5%,-6%
COCCn1c(SCC(=O)Nc2nnc(C)s2)nnc1-c1ccco1,4%,1,0.4,31,21%,i,41,-0.5%,i,0.2,-1.6%,0%
NS(=O)(=O)c1ccc(NC(=O)CSc2nc3ccccc3c(=O)n2Cc2ccncc2)cc1,7%,nt,-1.8,68,nt,i,54,0.6%[50 µM],i,0.3,nt,nt
CC12CCC(=O)N1C(C(=O)Nc1nnc(SCc3ccccc3)s1)CS2 (centres undefined),7%,nt,0.4,61,2%,i,44,0.2%[50 µM],i,0.6,-1.1%,-4%
CCOc1cc(-c2noc(-c3cccnc3)n2)ccc1OC,8%,1.1,0.1,78,10%,i,41,0.0%,i,0.5,6.5%,-4%
O=C(Nc1cc(C(F)(F)F)ccc1N1CCOCC1)c1ccc[n+]([O-])c1,10%,1.1,-0.8,48,2%,i,54,-0.1%,i,0.8,1.9%,4%
O=c1c2ccccc2nc(-c2ccccc2)n1O,6%,nt,-0.8,41,14%,i,44,-0.3%,i,1.2,0.8%,nt
CCCS(=O)(=O)N1CCCC(C(=O)NCCN2CCC(Cc3ccccc3)CC2)C1 (centres undefined),11%,1.1,-0.8,46,9%,i,32,-0.4%,i,0.5,-0.7%,-6%
CCCCOc1ccc(S(=O)(=O)Nc2ccc(NC(C)=O)cc2)cc1,-3%,1.1,0.2,83,3%,i,20,-0.8%,+,2.6*,2.2%,-1%
NC(=O)c1cc(S(=O)(=O)NCc2ccc(F)cc2)cs1,10%,nt,1.2,65,-7%,i,24,0.6%,i,0.8,0.4%,-1%
COC(=O)c1ccc(C(=O)OC)c(NC(=O)CN(C)Cc2cccc(Cl)c2Cl)c1,6%,1.2,9.6,63,7%,i,12,-0.1%[50 µM],i,0.5,15%,-7%
O=C(O)c1ccc(Nc2nc3ccccc3nc2NS(=O)(=O)c2ccc(F)cc2)cc1,-11%,nt,-0.2,51,14%,i,18,i,i,0.9,3.0%,7%
COCCN1CCN(C(=O)C2CCC(=O)N(Cc3ccc(Cl)cc3)C2)CC1 (centres undefined),8%,nt,0.0,51,3%,i,26,0.0%,i,0.7,-2.2%,12%

# In the list so far, 5 have an aryl thioether with sulfur outside any ring.
SMILES,Rac1 GTP hydrolysis,TNAP activation fold,NTR1 ag,NTR1 ag cell count 20 µM,SV40 large T antigen,T cell HTS,T cell HTS vesicle-bound %,K1F lysis inhibition,Myeloid diff MLP,Myeloid diff MLP GFP+ MAC1+ %,RSV antiviral HEp-2,PhoP inhibition
O=C(CSc1n[nH]c(-c2cc(Cl)ccc2Cl)n1)NCCN1C(=O)CSC1=O,3%,0.7,0.7,53,-3%,i,52,-0.5%,i,0.9,0.6%,-4%
CSc1nc2sc(-c3ccccc3)cc2c(=O)n1N,17%,1.2,0.2,52,10%,i,40,0.6%,nt,nt,-1.2%,-7%
COCCn1c(SCC(=O)Nc2nnc(C)s2)nnc1-c1ccco1,4%,1,0.4,31,21%,i,41,-0.5%,i,0.2,-1.6%,0%
NS(=O)(=O)c1ccc(NC(=O)CSc2nc3ccccc3c(=O)n2Cc2ccncc2)cc1,7%,nt,-1.8,68,nt,i,54,0.6%[50 µM],i,0.3,nt,nt
CC12CCC(=O)N1C(C(=O)Nc1nnc(SCc3ccccc3)s1)CS2 (centres undefined),7%,nt,0.4,61,2%,i,44,0.2%[50 µM],i,0.6,-1.1%,-4%

# Later entries
SMILES,Rac1 GTP hydrolysis,TNAP activation fold,NTR1 ag,NTR1 ag cell count 20 µM,SV40 large T antigen,T cell HTS,T cell HTS vesicle-bound %,K1F lysis inhibition,Myeloid diff MLP,Myeloid diff MLP GFP+ MAC1+ %,RSV antiviral HEp-2,PhoP inhibition
Cc1c(C(=O)N2CCOCC2)c(S(=O)(=O)Nc2ccc(C(C)C)cc2)c(C)n1C,9%,nt,-0.7,60,1%,i,1,0.2%,i,0.8,1.4%,-4%
CNC(=S)Nc1cc(C)ccc1OC(F)F,6%,1.1,0.4,42,9%,i,42,0.1%,i,0.4,2.3%,-11%
O=C(c1ccc(N2CCCCS2(=O)=O)cc1)N1CCN(c2ccccc2F)CC1,7%,nt,0.0,39,7%,i,25,0.4%,i,0.0,10%,-10%
Cc1ccccc1OCC(=O)OCC(=O)Nc1ccc(S(N)(=O)=O)cc1,9%,1.1,5.9,78,1%,i,50,0.1%,i,0.8,1.0%,2%
CCN(CC)CC(O)CN1C(=O)NC(C)(C)C1=O (centres undefined),5%,1.1,-0.1,98,1%,i,46,0.0%,i,0.6,-1.7%,-7%
COc1ccccc1OCC(=O)Nc1ccc(S(=O)(=O)Nc2nccs2)cc1,8%,nt,-1.1,51,4%,i,22,0.0%,i,0.7,1.5%,-1%
O=C(CCCSc1nc2ccccc2c(=O)[nH]1)c1ccc(F)cc1,5%,1,0.9,36,18%,i,10,-0.2%,i,0.7,8.0%,-10%
O=C(N/N=C/c1ccc2c(c1)OCO2)c1cc(-c2ccncc2)nc2ccccc12,4%,1,7.0,36,25%,i,44,-0.1%,?,nt,-0.1%,-11%
Cc1cc(S(=O)(=O)N2CCN(c3ccccc3F)CC2)ccc1-n1cnnn1,6%,nt,1.6,58,2%,i,33,-0.4%,i,0.6,11%,9%
O=C(O)c1oc2ccccc2c1CSc1ccccn1,10%,1.1,-0.4,71,7%,i,50,0.5%,i,0.9,0.8%,-17%
CCN1CCCC1CNC(=O)C(=O)Nc1ccccc1OC (centres undefined),3%,1.1,-0.6,49,6%,i,8,1.1%,i,1.2,0.2%,4%
COc1cc(C(=O)NN2C(=O)NC3(CCC(C)CC3)C2=O)ccc1OC(F)F (centres undefined),5%,nt,0.0,63,nt,i,4,0.8%[50 µM],i,0.3,nt,nt
NC(=S)N/N=C/c1ccc(C23CC4CC(CC(C4)C2)C3)cc1,nt,nt,44*,65*,0%,i,60,nt,nt,nt,5.1%,-5%
CSc1nc(N2CCOCC2)c2ccccc2n1,8%,1.1,4.5,46,4%,i,12,-11%,i,0.5,1.8%,-10%
O=C(NNc1c([N+](=O)[O-])cc(C(F)(F)F)cc1[N+](=O)[O-])c1ccco1,13%,nt,1.0,49,11%,i,20,0.4%[50 µM],i,0.6,22%,-5%
COc1ccc(S(=O)(=O)N2CCOCC2)cc1C(=O)Nc1cc(C)on1,1%,1.1,-0.7,60,2%,i,41,-0.1%,i,1.6,2.4%,1%
COc1ccc(CNC(=O)COC(=O)C2CCN(S(=O)(=O)c3ccccc3C(F)(F)F)CC2)cc1,6%,1.2,3.0,29,8%,i,46,0.7%[50 µM],i,0.8,-0.6%,-6%
COc1ccc(S(=O)(=O)N2CCOCC2)cc1NC(=O)CSc1ncnc2ccccc12,3%,1,0.5,45,4%,i,22,1.0%,i,0.4,1.4%,-12%
